Bioassay records deposited in PubChem by Southern Research Specialized Biocontainment Screening Center.
influenza NS1A – H1N1 influenza NS1A inhibitors, functional cell based assay (AID 504329); actives 0.3% (n = 340,000); one-dose inhibition, % at 12.5 µM; IC50 in µM for titrated hits; NS1A functional cell-based assay, percent inhibition; higher % means a stronger effect; in the data active = a potency from the dose series; inconclusive = inhibition above about 27% without an active follow-up result; note: strong numbers were not always called active
VEEV TC-83 Vero – inhibitors of VEEV TC-83 cytopathic effect, confirmation, Vero cells (AID 588727); one-dose inhibition, % at 20 µM; IC50 in µM for titrated hits; Vero cells, VEEV TC-83 cytopathic effect inhibition; higher % means a stronger effect; actives 0.13% (n = 350,000); in the data active = a potency from the dose series; inconclusive = inhibition mostly from about 14% at the one dose, without a potency; inactive = the rest, 99 in 100 with inhibition below about 12%; note: strong numbers were not always called active
M. tuberculosis HTS – M. tuberculosis growth inhibition, HTS (AID 449762). M. tuberculosis H37Rv growth inhibition, 7H9 media; higher % means a stronger effect. one-dose inhibition, % at 25 µM; IC50 in µM for titrated hits. actives 0.59% (n = 330,000); in the data active = a potency from the dose series; inconclusive = inhibition above about 70% without an active follow-up result;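 note: bacterial growth assessed after seven days of incubation; strong numbers were not always called active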
tuberculosis growth – growth inhibition of non-replicating M. tuberculosis (AID 488890); Mycobacterium tuberculosis non-replicating, growth inhibition; higher % means a stronger effect; one-dose inhibition, % at 25 µM; IC50 in µM for titrated hits; actives 0.39% (n = 320,000); in the data active = a potency from the dose series; inconclusive = inhibition mostly from about 82% at the one dose, without a potency; inactive = the rest, 99 in 100 with inhibition below about 76%;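 note: plate controls were DMSO cells for no effect and high antibiotic wells for full effect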
Salmonella PhoP GFP – PhoP regulon inhibitors, Salmonella typhi PhoP promoter GFP reporter, confirmatory (AID 1850). actives 0.33% (n = 310,000). one-dose inhibition, % at 50 µM; IC50 in µM for titrated hits. Salmonella Typhi PhoP-promoter GFP reporter, fluorescence, 4 h; higher % means a stronger effect; in the data active = a potency from the dose series; inconclusive = inhibition mostly from about 25% at the one dose, without a potency; inactive = the rest, 99 in 100 with inhibition below about 19%;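 note: 0% = induced wells with vehicle and 100% = uninduced wells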
VEEV TC-83 Vero 10K pilot screen – second read-out of VEEV TC-83 Vero, no call of its own (marks repeat the call); inhibition, %; measured here: 10K pilot screen inhibition
Starred values were filed as active, the others as inactive; i = inactive; ? = inconclusive; . = not tested or not shown.

SMILES	influenza NS1A	VEEV TC-83 Vero	M. tuberculosis HTS	tuberculosis growth	Salmonella PhoP GFP	others
O=C(O)c1ccccc1C(=O)c1ccc(Sc2ccc(Cl)cc2)c([N+](=O)[O-])c1	-18%	4.5%	-4%	30%	3%
O=C(Nc1ccc(F)c(Cl)c1)NC1CC1	6%	i	7%	14%	-2%
COCCN(C(=O)CN1CCN(S(=O)(=O)c2ccc(F)cc2)CC1)c1c(N)n(Cc2ccccc2)c(=O)[nH]c1=O	-3%	1.1%	-3%	-8%	-1%
CCOc1cc(/C=N/NC(=O)C(C)Sc2ccccc2)ccc1O (configuration not stated)	-8%	0.3%	-3%	10%	-5%
Cc1ccc(C(=O)CSc2nc3ccccc3c(=O)[nH]2)cc1C	-4%	7.1%	-2%	2%	3%
COc1ccccc1N(C)S(=O)(=O)c1ccc(C(=O)OCC(=O)N2CCC2)cc1	4%	11%	0%	-9%	7%
COc1ccc2c(CC(=O)OCC(=O)Nc3ccc(S(N)(=O)=O)cc3)coc2c1	-2%	1.1%	1%	-1%	7%
Cc1ccsc1C(=O)OCc1nc2ccsc2c(=O)[nH]1	-8%	1.2%	1%	-11%	-1%
COc1ccccc1N1CCN(CC(=O)NCC2CCCO2)CC1 (configuration not stated)	-15%	0.4%	7%	-6%	-8%
Cc1ccc2[nH]c(=O)c(CN(CC3CCCO3)C(=S)Nc3ccccc3)cc2c1 (configuration not stated)	25%	7.8%	0%	7%	-1%
COc1cc(C(=O)NCCCNc2nc3cc(C)c(C)cc3cc2C#N)cc(OC)c1OC	3%	8.2%	11%	31%	-2%
CC(C)c1ccc(CCNC(=O)c2cccc(S(=O)(=O)N3CCN(C)CC3)c2)cc1	1%	5.9%	-4%	13%	-4%
CS(=O)(=O)c1ccc2nc(NC(=O)CC3CCCC3)sc2c1	0%	0.9%	10%	56%	-5%
Cc1ccc(OCCCCCCN2CCNCC2)cc1	3%	2.0%	0%	25%	12%
Cc1ccc2c(c1)S(=O)(=O)N(C)C(c1ccccc1)=C2	-19%	7.2%	.	.	.
CC(C)c1nc(NCCO)c(C#N)c2c1CCCC2	-13%	3.5%	13%	21%	4%
Cc1cc(-c2csc(N)n2)c(C)n1Cc1ccccc1	-4%	3.1%	5%	20%	3%
COc1ccc(/C=C/C(=O)ONC2=NCCCCC2)cc1OC	0%	7.6%	0%	2%	-13%
Cc1ccc(N/N=C(\Cc2nc3ccccc3[nH]2)c2ccccc2)cc1	8%	?	28%	47%	2%
O=C(O)/C=C/C(=O)Nc1ccccc1C(=O)OCC(=O)c1ccc2c(c1)OCCO2	5%	0.9%	0%	11%	-15%
O=C(Cn1nnc(-c2ccc(Cl)cc2)n1)NCCC1=CCCCC1	8%	0.1%	8%	5%	-2%
COCCN(C(=O)CCc1ccccc1OC)c1nnc(-c2cccnc2)s1	0%	1.1%	-7%	27%	-6%
CCCN(CC1CC1)C(=O)COC(=O)c1oc2ccc(OCC)cc2c1C	6%	1.1%	2%	76%	.
NC(=S)N=Nc1c(O)[nH]c2c(Br)cc(Br)cc12	.	10%	0%	-8%	-4%

Arranged by formula weight (ascending): part of the list above.
SMILES	influenza NS1A	VEEV TC-83 Vero	M. tuberculosis HTS	tuberculosis growth	Salmonella PhoP GFP	others
Cc1ccc(OCCCCCCN2CCNCC2)cc1	3%	2.0%	0%	25%	12%
Cc1cc(-c2csc(N)n2)c(C)n1Cc1ccccc1	-4%	3.1%	5%	20%	3%
CS(=O)(=O)c1ccc2nc(NC(=O)CC3CCCC3)sc2c1	0%	0.9%	10%	56%	-5%
CCCN(CC1CC1)C(=O)COC(=O)c1oc2ccc(OCC)cc2c1C	6%	1.1%	2%	76%	.
NC(=S)N=Nc1c(O)[nH]c2c(Br)cc(Br)cc12	.	10%	0%	-8%	-4%

Later entries
SMILES	influenza NS1A	VEEV TC-83 Vero	M. tuberculosis HTS	tuberculosis growth	Salmonella PhoP GFP	others
CCN(CC)c1ccc(/C=N/NC(=O)c2nnn(-c3nonc3N)c2C(C)C)c(O)c1	-5%	?	24%	-12%	-3%
O=C(CN(C(=O)c1csnn1)c1ccc2c(c1)OCCO2)NCc1ccccc1	-19%	i	-7%	-4%	-2%
Cc1ccc(/C=C/c2ccc3cccc(O)c3n2)s1	-19%	3.8%	?	?	-2%
Cc1ccc(S(=O)(=O)NC(C)CCc2ccccc2)cc1 (configuration not stated)	3%	i	3%	48%	1%
O=C(Nc1ccccc1Oc1cccnc1)C1CCCN(Cc2ccccc2O)C1 (configuration not stated)	2%	i	-10%	4%	-1%
CC1(c2nnc(Cc3ccccc3)o2)CC(c2ccc(C#N)cc2)=NO1 (configuration not stated)	9%	i	1%	?	-1%
N#C/C(=C\c1ccc(OCc2ccc(F)cc2)cc1)C(=O)Nc1cccc(C(=O)O)c1	-24%	7.2%	10%	75%	22%
CCCn1c(SCC(=O)Nc2ccc(C(=O)Nc3ccccc3OC)cc2)n[nH]c1=O	1%	8.4%	68%	28%	-9%
O=C(Cn1cccc1)NCc1cccs1	0%	0.3%	.	.	-8%
O=C(Cn1cnc(S(=O)(=O)N2CCCC2)c1)Nc1ccc(OC(F)(F)F)cc1	-1%	2.1%	7%	1%	-12%
COc1cccc(-c2ncc3ccccc3c2COC(=O)c2cccs2)c1	-1%	1.5%	-4%	32%	.
COc1ccc(Oc2nccc(-c3ccccc3)c2C#N)cc1	-13%	9.0%	-5%	19%	-5%
O=C(NC12CC3CC(CC(C3)C1)C2)C1CC(=O)N(c2ccc(Br)cc2)C1 (configuration not stated)	1%	1.0%	-1%	-6%	1%
O=C(Cc1ccc(F)cc1)NCC1CCCO1 (configuration not stated)	-13%	i	-1%	12%	-10%
CCN(CC)CCN(Cc1cc2cc3c(cc2[nH]c1=O)OCCO3)C(=O)NC1CCCCC1	-15%	2.2%	-1%	42%	3%
Cc1[nH]c2ccccc2c1C1=CCNCC1	-1%	1.6%	-8%	38%	-13%
COc1cc2[nH]c(=S)n(CCN3CCOCC3)c(=O)c2cc1OC	-3%	0.8%	-21%	-2%	8%
O=S(=O)(Nc1ccccc1Br)c1cccs1	-12%	3.2%	-13%	-4%	-8%
Cc1ccc(CNC(=O)CN(C)S(=O)(=O)c2cnc[nH]2)cc1	-6%	i	-4%	0%	8%	VEEV TC-83 Vero 10K pilot screen=0.7
O=C(Nc1ccccc1C(=O)NCCN1CCOCC1)c1cccc([N+](=O)[O-])c1	-5%	7.6%	4%	12%	-7%
O=C(c1ccc(F)c(S(=O)(=O)N2CCOCC2)c1)N1CCN(c2ccc(F)cc2)CC1	-6%	3.9%	-7%	9%	.
CN1CCN(c2ccccc2NC(=O)c2c(F)cccc2F)CC1	10%	0.4%	4%	-3%	-1%
O=C(Nc1ccc(Oc2ccccc2)cc1)C1CCN(c2ncccn2)CC1	-2%	i	-16%	-2%	8%
COc1ccc(NC(=S)NC(=O)c2ccccc2)cn1	-10%	6.9%	.	.	.
CCSC1=N/C(=C\c2ccc3c(c2)OCO3)C(=O)S1	8%	i	7%	?	-7%
COc1ccc(Cl)cc1C(=O)NNC(=O)c1[nH]c(C)c(C(C)=O)c1C	-20%	12%	-12%	25%	.
CC(=O)c1c(C)n(CC2CCCO2)c2ccc(O)cc12 (configuration not stated)	0%	2.6%	?	12%	-5%
CCc1c(C)nc2ncnn2c1N1CCC(C(=O)NCc2cccc(OC)c2)CC1	18%	1.4%	2%	5%	2%
O=S(=O)(CCc1nc2ccccc2o1)c1ccc(Cl)cc1	5%	2.5%	-1%	-8%	8%	VEEV TC-83 Vero 10K pilot screen=0.3
NC(=O)CC(NC(=O)Cc1ccc(Br)cc1)c1ccc(NCCc2ccccc2F)c([N+](=O)[O-])c1 (configuration not stated)	2%	i	-5%	7%	4%
Cc1ccc(S(=O)(=O)NCC2CCC(C(=O)N3CCC4(CC3)OCCO4)CC2)cc1 (configuration not stated)	2%	0.5%	1%	3%	-10%
O=C(Nc1cnc2sccn2c1=O)c1ccccc1Cl	-1%	1.0%	-16%	24%	4%
Cc1c(OC(C(=O)O)c2ccccc2)ccc2c3c(c(=O)oc12)CCC3 (configuration not stated)	19%	0.8%	.	.	.
O=C(COc1coc(CN2CCCc3ccccc32)cc1=O)Nc1ccc([N+](=O)[O-])cc1	14%	1.9%	42%	18%	-5%
COC(=O)c1cn(NC(=O)c2ccc(OC)c([N+](=O)[O-])c2)c(=O)c2ccccc12	-2%	1.3%	-5%	3%	8%
O=C(c1ccccc1)N1CCCCC(Sc2nnc3ccccn23)C1=O (configuration not stated)	-1%	i	1%	-16%	-18%

Quoted at random: two entries already listed.
SMILES	influenza NS1A	VEEV TC-83 Vero	M. tuberculosis HTS	tuberculosis growth	Salmonella PhoP GFP	others
Cc1ccc(S(=O)(=O)NCC2CCC(C(=O)N3CCC4(CC3)OCCO4)CC2)cc1 (configuration not stated)	2%	0.5%	1%	3%	-10%
O=C(c1ccccc1)N1CCCCC(Sc2nnc3ccccn23)C1=O (configuration not stated)	-1%	i	1%	-16%	-18%

Other structures follow:
SMILES	influenza NS1A	VEEV TC-83 Vero	M. tuberculosis HTS	tuberculosis growth	Salmonella PhoP GFP	others
COc1ccccc1-c1coc2c(CN3CCN(C)CC3)c(O)ccc2c1=O	7%	0.2%	-7%	-1%	6%
O=C(CSc1ncc(-c2ccccc2)n1C1CCCC1)N1CCc2ccccc21	7%	3.2%	?	59%	17%
C[N+]12CCC(CC1)C(=C(c1ccccc1)c1ccccc1)C2	-4%	0.5%	3%	8%	-1%
Cc1[nH]c2ccccc2c1/C=N\NC(=O)CNc1ccc2c(c1)OCO2	7%	0.6%	6%	-5%	-1%
Cc1cccc(NS(=O)(=O)c2ccc3c(c2)NC(=O)CC(=O)N3)c1	9%	0.8%	8%	22%	-22%
Cc1ccc(SSc2cc(C)ccc2N)c(N)c1	5%	i	-5%	?	-16%
O=C(Nc1ccc(N2CCN(C(=O)c3cccs3)CC2)cc1)c1cccc(F)c1	9%	7.0%	12%	35%	4%
COc1ccccc1N(CN1CCCC1=O)C(=O)c1c(F)cccc1Cl	0%	i	-6%	6%	6%
Cc1ccc(-c2nn(C)c(=O)c3ccccc23)cc1CNC(=O)CN1CCOCC1	3%	2.2%	-6%	15%	3%	VEEV TC-83 Vero 10K pilot screen=0.5
O=C1N(Cc2cccc(Cl)c2)C[C@@H]2C[C@@H](c3cccc4ncccc34)N3CCC[C@@]123	-5%	4.9%	0%	33%	-4%
COc1ccc(NS(=O)(=O)c2cc(NC(=O)c3cccs3)ccc2N2CCOCC2)cc1	4%	6.4%	50%	31%	-3%
CCN1CCN(c2cc(C)c3cc(NC(=S)NCCCOC)ccc3n2)CC1	24%	0.1%	-1%	23%	7%
CN(C(=O)c1ccc2c(=O)n3c(nc2c1)CCCCC3)c1ccccc1F	-4%	2.2%	4%	9%	-5%
CCOc1ccccc1N1CCN(Cc2cccc(OC)c2O)CC1	1%	0.6%	-10%	3%	-5%
Cc1ccc2nc(-c3ccc(NC(=S)NC4CC(C)(C)NC(C)(C)C4)cc3)sc2c1	16%	i	?	?	.
COc1ccc(NC(=O)c2ccco2)cc1NC(=O)c1cccc(F)c1	-1%	1.8%	.	.	.
CCN(CC)c1ccc(NC(=O)c2ccco2)c(C)c1	8%	3.4%	-7%	10%	-9%
Cc1c(O)ccc2c(=O)c(Oc3ccccc3)coc12	-25%	i	-5%	4%	0%
CCc1cccc(CC)c1NC(=S)NCCc1ccc(O)c(O)c1	10%	12%	5%	-5%	7%
C=C(C)CSC1=C(C#N)C(c2ccsc2)CC(=O)N1 (configuration not stated)	1%	i	-2%	-10%	-10%
Cc1ccc(-n2ccnc(SCC(=O)NC3CCCC3)c2=O)cc1F	-3%	4.8%	-7%	-4%	8%
CCN1CCN(S(=O)(=O)c2cccc3nsnc23)CC1	-10%	i	-4%	-52%	1%
O=C1CC(N2CCN(c3ccccc3)CC2)C(=O)N1Cc1ccc(Cl)cc1 (configuration not stated)	-2%	0.9%	-2%	?	2%
CCOC(=O)c1nc(N2CCN(C(=O)OCC)CC2)c2c3c(sc2n1)CCCC3	-9%	8.6%	3%	71%	-3%
Cc1cc(=O)n2c3c(c4c(cc13)c(CN(C)C)cc(=O)n4C)OC2	-7%	i	.	.	.
Cc1cc(C)cc(C(=O)NCC(=O)OCC(=O)c2cc(C)n(CC(F)(F)F)c2C)c1	12%	0.7%	16%	17%	-5%
Nc1c(Cl)ncnc1NCc1cccnc1	-3%	i	-1%	-10%	5%
O=C(NC(=S)NCCCN1CCOCC1)c1ccc([N+](=O)[O-])cc1	4%	i	1%	-13%	-2%
CN(C)c1nc(Nc2ccc(Cl)cc2)nc(OCC#N)n1	8%	3.0%	0%	16%	-4%

An unsorted share of the library (roughly 1.4% active in at least one column).
